# Screening results: PubChem BioAssay, National Center for Advancing Translational Sciences (NCATS)
# ERG Ets-DNA blk: qHTS for Small Molecule Inhibitors of the ERG Ets/DNA interaction | 0.028% of 370,000 active | AID 624246, 2012 | Potency, µM (series often up to 76.9 µM), without a hit: at the highest dose FP activity, negative = inhibition, hits mostly inhibitors | fluorescence polarization, His-ERG Ets domain / labelled DNA | Transcriptional regulator ERG (Homo sapiens), P11308; active means well fitted inhibition curve with a large enough effect in the polarisation, with a control signal flat; inconclusive means small, poorly fitted or top-dose-only effect, or effect the other way, or a change in a side signal; inactive means no such curve, though single readings can be large or run the other way; the % refers to the polarisation;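 further: polarization taken with two DNA probes labelled with fluorescein and Texas red; potency means the concentration at half of the fitted maximal effect; % of control where 0% means no effect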
# Target sequence (P11308 whole entry, looked up, the tested form may be a part): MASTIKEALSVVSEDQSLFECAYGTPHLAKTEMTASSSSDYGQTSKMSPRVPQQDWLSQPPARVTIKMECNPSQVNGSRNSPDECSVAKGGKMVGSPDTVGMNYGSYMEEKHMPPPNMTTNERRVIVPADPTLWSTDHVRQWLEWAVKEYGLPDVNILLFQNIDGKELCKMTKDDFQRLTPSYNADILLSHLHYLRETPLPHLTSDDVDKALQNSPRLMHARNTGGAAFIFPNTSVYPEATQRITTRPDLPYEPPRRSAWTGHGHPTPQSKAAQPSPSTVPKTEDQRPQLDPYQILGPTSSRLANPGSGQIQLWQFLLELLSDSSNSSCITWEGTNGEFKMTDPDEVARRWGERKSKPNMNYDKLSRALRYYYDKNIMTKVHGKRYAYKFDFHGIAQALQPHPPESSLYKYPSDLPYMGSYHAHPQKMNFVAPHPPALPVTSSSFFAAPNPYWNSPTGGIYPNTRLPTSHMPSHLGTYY
#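 His-tagged ERG Ets domain (1 uM in the protein solution; 300mM KCl, 50mM Tris-HCl, 1mM EDTA, 1mM DTT, pH 7.5) received compound, then a probe mix of 5 nM fluorescein-DNA and 100nM Texas-615-DNA. Fluorescence polarization was read for both dyes.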
# JMJD2A Tudor inh: qHTS Assay for Inhibitors of JMJD2A-Tudor Domain; Lysine-specific demethylase 4A (Homo sapiens), O75164; AlphaScreen JMJD2A-Tudor / H3K4me3 peptide binding; Potency, µM (titrated, usually from 114 µM), inactives show at the highest dose activity change, negative = inhibition, actives largely listed as inhibitors; 4.4% of 390,000 active; further: potency means the concentration at half of the fitted maximal effect; on the % scale 0 is the no-effect control and ±100 the full control effect; nearly all actives have a fitted effect of over 50% in size
# 12-LOX inh: Primary qHTS assay for inhibitors of human arachidonate 12S-lipoxygenase (ALOX12): Round 2. purified 12hLO, xylenol orange hydroperoxide absorbance. Potency, µM (top dose mostly 108 µM), inactives show top-dose activity change, negative = inhibition, actives largely listed as inhibitors. 1.1% of 580,000 active; further: potency means the concentration at half of the fitted maximal effect; on the % scale 0 is the no-effect control and ±100 the full control effect
#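 Purified human 12hLO (150 nM final) in 25 mM Hepes, 0.01% Triton X-100, pH 7.0 was preincubated 15 min at room temperature with compound. Then 40 uM arachidonic acid was added, 30 min. Hydroperoxide was read by Fe-XO absorbance ratio 573/405 nm.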
# BAZ2B inh: qHTS Assay for Inhibitors of BAZ2B; AlphaScreen BAZ2B-H3K14Ac peptide displacement; Potency, µM (series often up to 114 µM), for inactives: at the highest dose activity change, negative = inhibition, actives largely listed as inhibitors; 4.4% of 360,000 active; AID 504333, 2011; further: potency means the concentration at half of the fitted maximal effect; on the % scale 0 is the no-effect control and ±100 the full control effect; nearly all actives have a fitted effect of over 60% in size
#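 BAZ2B 50 nM plus b-H3(5-23)K14Ac 50 nM, PBS pH 7.4/0.01% Tween-20, 30 min RT; compound added (max 110 uM), 30 min RT; streptavidin donor/Ni-chelate acceptor beads 10 ug/mL final, 20 min dark; AlphaScreen read.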
# RGS4 inhibitor: Inhibitors of Regulator of G Protein Signaling (RGS) 4: qHTS; 0.039% of 390,000 active; Regulator of G-protein signaling 4 (Homo sapiens), P49798; Transcreener GDP fluorescence polarization, RGS4-accelerated GTP hydrolysis; Potency, µM (highest dose often 114 µM), for inactives: top-dose activity change, negative = inhibition, actives largely listed as inhibitors; further: potency means the concentration at half of the fitted maximal effect; on the % scale 0 is the no-effect control and ±100 the full control effect; nearly all actives have a fitted effect of over 75% in size; some results filed as inactive show a strong effect at the top dose
#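 MLSMR compounds (23 nl, pin-transferred) preincubated 10 min at room temperature with a 500nM (2x) first reagent, then RGS4 at 900nM (2x) plus Transcreener GDP mix added; fluorescence polarization (620/688 nm) read before and after 90 min at 30 °C.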
# GLS inhibitor: qHTS for Inhibitors of Glutaminase (GLS) | Glutaminase kidney isoform, mitochondrial (Homo sapiens), O94925 | GLS enzymatic activity, qHTS titration | Potency, µM (doses to about 45.5 µM), for inactives: at the highest dose activity change, negative = inhibition, actives largely listed as inhibitors | 0.21% of 410,000 active | AID 624170, 2012; further: potency means the concentration at half of the fitted maximal effect; on the % scale 0 is the no-effect control and ±100 the full control effect
#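 Human kidney-isoform GLS in 45 mM KH2PO4 pH 8.2, 0.02% Tween-20, with compound, started with 1mM L-Glutamine (added stock). Glutamate oxidase/HRP/Amplex red coupled fluorescence read at start and after 30 min at RT.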
# G9a block: qHTS Assay for Inhibitors of Histone Lysine Methyltransferase G9a; Histone-lysine N-methyltransferase EHMT2 (Homo sapiens), Q96KQ7; G9a H3K9 monomethylation, AlphaScreen, 2 h; Potency, µM (series often up to 102 µM), inactives show top-dose activity, negative = inhibition, usual class: inhibitors; 8.8% of 350,000 active; AID 504332, 2011; further: potency means the concentration at half of the fitted maximal effect; on the % scale 0 is the no-effect control and ±100 the full control effect; nearly all actives have a fitted effect of over 75% in size
#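 Compounds were preincubated with 20 nM G9a for 15 min, after which biotinylated H3K9 peptide (500 nM) and SAM (20 uM) started a 2 h room-temperature reaction. Monomethylated product was quantified by antibody-based AlphaScreen chemiluminescence.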
# HP1b binding inh: HTS for Inhibitors of HP1-beta Chromodomain Interactions with Methylated Histone Tails; Chromobox protein homolog 1 (Homo sapiens), P83916; AlphaScreen HP1-beta / biotin-H3K9me3 peptide binding; Potency, µM (series often up to 114 µM), for the others: at the top dose activity change, negative = inhibition, actives largely listed as inhibitors; 0.56% of 390,000 active; further: potency means the concentration at half of the fitted maximal effect; nearly all actives have a fitted effect of over 70% in size; inactives centre near 23
#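 Compound inhibition of the preformed complex between 50 nM HP1-beta and 50 nM biotinylated H3K9me3 peptide was read by AlphaScreen. Buffer was PBS pH 7.4 with 0.01% Tween-20. Incubations ran 30 min at room temperature, with 10 ug/mL donor/acceptor beads.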
# PI4K2A inh: qHTS for small molecular inhibitors of PI4K2A. Phosphatidylinositol 4-kinase type 2-alpha (Homo sapiens), Q9BTU6. purified PI4K2A, ADP-Glo luminescence, 1 h; active compounds read low. 0.13% of 420,000 active. activity change, negative = inhibition, % at 76.9 µM; in the data active means activity change below about -50%; inconclusive means mostly about -30% to -49%;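 further: -100% = wells without enzyme as full effect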
# Target sequence (Q9BTU6 whole entry, looked up): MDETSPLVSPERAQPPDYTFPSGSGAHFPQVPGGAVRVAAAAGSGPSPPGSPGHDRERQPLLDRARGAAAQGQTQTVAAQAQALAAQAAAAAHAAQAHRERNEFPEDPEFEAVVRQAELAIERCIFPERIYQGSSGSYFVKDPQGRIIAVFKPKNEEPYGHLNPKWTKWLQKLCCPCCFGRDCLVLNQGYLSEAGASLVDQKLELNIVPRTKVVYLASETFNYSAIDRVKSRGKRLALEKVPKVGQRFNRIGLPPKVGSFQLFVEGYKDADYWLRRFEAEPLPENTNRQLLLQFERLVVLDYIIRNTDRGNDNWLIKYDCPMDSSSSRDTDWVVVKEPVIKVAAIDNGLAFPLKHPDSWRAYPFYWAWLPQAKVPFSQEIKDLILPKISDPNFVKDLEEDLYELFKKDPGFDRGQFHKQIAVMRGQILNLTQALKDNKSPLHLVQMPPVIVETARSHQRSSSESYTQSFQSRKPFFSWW
#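 ADP-Glo luminescence measured ADP generated by PI4K2A enzyme (4 ug/mL before mixing) with 1.2 mM PI substrate (pre-mix) and 300 microM ATP (pre-mix). Tris pH7.5 buffer with MgCl2, Triton X-100; 1 h reaction at ambient temperature.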
# Starred values were filed as active, the others as inactive; i = inactive; ? = inconclusive; / = no result given; & = joins results of further samples; [ ] = dose if it differs, or a comment. Unless noted, the call rests on the fitted dose curve; in most records, active means well fitted curve in the direction sought with a large enough effect; inconclusive means small, poorly fitted or top-dose-only effect, or another doubt; inactive means no such curve, though single readings can be large; an effect the other way counts as inactive or inconclusive. Only part of the results is shown (hit frequency here may not be typical).
SMILES,ERG Ets-DNA blk,JMJD2A Tudor inh,12-LOX inh,BAZ2B inh,RGS4 inhibitor,GLS inhibitor,G9a block,HP1b binding inh,PI4K2A inh
CCN(C[C@H]1N[C@@](C)(C(=O)OC)[C@H]2C(=O)N(Cc3ccccc3)C(=O)[C@@H]12)C(=O)c1ccc(F)cc1,3%,-2%,?,/,-2%,-2%,/,35%,-2
CCC(C)(C)n1nnnc1C(C(C)C)N1CCN(C(=O)c2ccco2)CC1 (stereo not drawn),2%,-3%,7%,-11%,-9%,-2%,-8%,17%,4
Cc1ccc(/C=C2\SC(=S)N(CCC(=O)NNS(=O)(=O)c3ccc(C)cc3)C2=O)cc1,-7%,-18%,-13%,-33%,-7%,5%,9%[59 µM],9%,0
CC(=O)Oc1ccccc1/C=C/c1ccc2ccccc2[n+]1C,-2%,?,?,?,-25%,-11%,/,-8%,0
CCOc1ccc(NC(=O)COc2ccc(C(=O)NCc3cccnc3)cc2OC)cc1,-3%,-2%,-29%,6%,-24%,-4%,11%[2.33 µM],19%,1
COC(=O)c1ccccc1NC(=O)C1CCN(S(=O)(=O)c2cc(C)ccc2OC)CC1,-7%,-10%,89%[activator],-1%,17%,6%,-4%[12.7 µM],9%,-5
COc1ccc(-n2cc(-c3ccc(OC)c(OC)c3)[nH]c2=S)cc1,14%,3.2µM*,?,1%,-37%,18%,0.89µM*,?,3
COc1cccc(N=Cc2nc(-c3ccccc3)oc2OC(C)=O)c1,-1%,-11%,9%,-2%,-25%,-19%,50µM*,26%,2
Cc1nc(SC2CC(=O)N(c3ccccc3)C2=O)nc2c1CCCC2 (stereo not drawn),-1%,-7%,27%,5%,16%,-6%,14%[59 µM],13%,-2
COc1ccc(CNC(=O)CCCn2nc(C)c3sc4ccccc4c3c2=O)cc1OC,-8%,-3%,0%,-5%,?,-13%,?,39%[activator],-4
COc1cc(/C=C2\SC(N)=NC2=O)ccc1O,13%,-5%,0%,-33%,-24%,-3%,?,26%,-6
CC(=O)N1CCc2cc(S(=O)(=O)NC(CC(C)C)C(=O)Nc3cc(C(=O)O)ccc3C)ccc21 (stereo not drawn),3%,-2%,44%[activator],6%,-3%,3%,21%[12.7 µM],27%,0
Cc1nc(C)c(-c2ccc(SCC(=O)Nc3ccc(F)cc3F)nn2)s1,-3%,-18%,-30%,-10%,-4%,6%,/,7%,-1
Cc1ccccc1NC(=O)COC(=O)c1ccc(S(C)(=O)=O)c([N+](=O)[O-])c1,2%,4%&-12%,-5%,-11%,-1%,6%,33%[12.7 µM],34%&3%,-7
COc1c(F)c(F)c(C(=O)O)c(Nc2cc(C)cc(C)c2)c1F,0%,-6%,1%,-11%,-12%,2%,-8%,42%[activator],-7
COc1ccc(CSc2nnnn2-c2ccccc2)cc1,0%,116%[activator],?,83%[activator],-1%,-6%,177%[activator],142%[activator],-10
S=C(NC1CCCCC1)N1CCN(c2ncccn2)CC1,2%,-4%,-1%,4%,19%,4%,16%,34%[activator],-1
NS(=O)(=O)c1ccc(-c2ccc(C=C3C(=O)c4ccccc4C3=O)o2)cc1,-15%,-4%,4%,-1%,-14%,-1%,18%,52%[activator],-2
CCc1ccccc1NC(=O)NNC(=O)CCc1ccc(OC)cc1,8%,-4%,i,-4%,26%,67%[activator],49%,49%[activator],0
COc1ccccc1C(=O)NC(=O)COC(=O)C1(C)CC1(Cl)Cl (stereo not drawn),-3%,1%,3%,5%,30%,1%,24%[0.501 µM],43%[activator],4
CC1(C)C(=O)Nc2ccccc2N1C(=O)CN1C(=O)NC(CCc2ccccc2)C1=O (stereo not drawn),-5%,-26%,-3%,?,46%,13%,-1%,21%,-3
O=S(=O)(c1ccc(Cl)cc1)N1CCC(c2nc3ccccc3[nH]2)CC1,1%,-7%,-8%,-4%,-2%,-4%,11%,32%,-1
Oc1ccc(C2C=C(c3ccc(F)cc3)Nc3ncnn32)cc1 (stereo not drawn),-1%,-25%,36%[activator],-14%,-58%[56.9 µM],5%,/,-2%,-2
C=CCNC(=O)NC(=S)c1ccccc1,-4%,-13%,10%,5%,-10%,6%,-6%[59 µM],16%,11
CCOC(=O)c1ccc(NC(=O)c2cc(OC)c(OC)c(OC)c2Br)cc1,19%,-22%,-11%,4%,15%[11.4 µM],3%,22%[59 µM],22%,-2
Cc1cc(C)cc(N(CC(=O)NC2CCCC2)C(=O)c2csnn2)c1,17%,-8%,14%,6%,1%,11%,42%,18%,-8
COc1cc(O)c(C(CCN2CCCC(C)C2)c2ccc(N(C)C)cc2)c(OC)c1 (stereo not drawn),8%,25µM*,3%,40µM*,17%&0%,39%[activator],?,?,-4
CCCCOc1ccc(C(C)NC(=O)CN2C(=O)CSc3ccc(S(=O)(=O)N4CCOCC4)cc32)cc1 (stereo not drawn),0%,-21%,-20%,-1%,20%,-5%,9%[59 µM],-9%,-5
O=C(CN(CCc1ccccc1)S(=O)(=O)c1ccc(Cl)cc1)N/N=C/c1ccc2c(c1)OCO2,19%,-6%,-6%,7%,-3%,-15%,3%,27%,-1
O=C(CSc1nc2ccccc2[nH]1)N=Nc1c(O)[nH]c2ccccc12,19%,-28%,9%,-30%,-17%,8%,45µM*,3%,1
Cc1ccc(N(C(=O)c2cc3ccccc3oc2=O)C2C=CS(=O)(=O)C2)cc1 (stereo not drawn),0%,-13%,9%,-4%,11%,1%,9%,14%,4
Cc1ccc(C(=O)c2oc3ccccc3c2NC(=O)c2cc(-c3ccccc3)on2)cc1F,-9%,1%,-15%,1%,5%,-8%,3%[59 µM],43%[activator],-1
CC(=O)Oc1ccc(C(=O)Nc2nnc(C)s2)cc1,-1%,-11%,-27%,11%,26%,1%,4%,21%,-5
O=C(Nc1cc2c(cc1C(=O)c1ccc(Br)cc1)OCCO2)c1ccc(Cl)cc1,-2%,-10%,-26%,2%,-25%,-6%,17%[59 µM],31%,-6
CC(=O)N1CCC2(CC1)CC(=O)c1cc(OCC(=O)N3CCOCC3)ccc1O2,-2%,-4%,-19%,-4%,-20%,1%,-36%,55%[activator],2
COc1ccc(CNC(=O)CN(Cc2ccccc2)C(=O)CCC(=O)Nc2nccs2)cc1,6%,-10%,-10%,?,-14%,-1%,18%[59 µM],26%,1
CN(C(=O)c1ccno1)c1nnc(-c2cnccn2)s1,-18%,-31%,-2%,1%,-2%,-1%,-47%,46%,1
O=C(Nc1cccc(S(=O)(=O)N2CCCCCC2)c1)c1ccc2ccccc2n1,13%,-16%,-23%,-1%,-22%,-4%,?,26%,0
COc1ccc(C(=O)c2ccc(OC)c(OC)c2)cc1,-7%,-3%,1%,1%,-3%,-2%,0%,46%[activator],-8
Cc1[nH]c2c(ccc3ccccc32)c1C1C(CCN)C1(C)C (stereo not drawn),-10%,56µM*,?,56µM*,-25%,-6%,-44%[59 µM],-7%,-2
Cc1sc2nc(SCC(=O)NCc3ccco3)n(-c3ccccc3)c(=O)c2c1C,/,-13%,-5%,7%,-14%,17%,18%,19%,-2
COC(=O)c1cc(NC(=O)c2c(Cl)cnn2C)cc(C(=O)OC)c1,?,-9%,19%,3%,6%,12%,22%[59 µM],23%,-5
O=C(NC(=S)Nc1nc2c(s1)CCCC2)c1ccc(C(=O)c2ccccc2)cc1,-22%,-26%,?,-10%,11%,-6%,-39%[59 µM],-12%,-3
Cc1ccc(-c2noc(CCC(=O)Nc3ccccc3N3CCN(C)CC3)n2)cc1,-2%,-21%,-2%,-3%,24%,10%,-28%,6%,-2
CCOc1ccc(OCCNC(=O)c2cc(C3CC3)nc3c2cnn3C(C)C)cc1,12%,-21%,-3%,9%,-19%,0%,-6%,11%,0
COc1cccc(-n2nnc3c(=O)n(CC(=O)OCc4ccccc4)cnc32)c1,/,-10%,-17%,1%,-15%,0%,3%[59 µM],16%,2

# Entries from the list above that have bromine (two):
SMILES,ERG Ets-DNA blk,JMJD2A Tudor inh,12-LOX inh,BAZ2B inh,RGS4 inhibitor,GLS inhibitor,G9a block,HP1b binding inh,PI4K2A inh
CCOC(=O)c1ccc(NC(=O)c2cc(OC)c(OC)c(OC)c2Br)cc1,19%,-22%,-11%,4%,15%[11.4 µM],3%,22%[59 µM],22%,-2
O=C(Nc1cc2c(cc1C(=O)c1ccc(Br)cc1)OCCO2)c1ccc(Cl)cc1,-2%,-10%,-26%,2%,-25%,-6%,17%[59 µM],31%,-6
